Screens deposited in PubChem BioAssay by Sanford-Burnham Center for Chemical Genomics.
DUSP3 inh: VHR1 (DUSP3) phosphatase inhibition; recombinant VHR phosphatase, colorimetric substrate read-out; inhibition, % at 20 µM; hit rate 0.7% among 50,000; in the data active = inhibition above about 60%; note: some results filed as inactive read as strong as hits
Target sequence (P51452 whole entry, looked up): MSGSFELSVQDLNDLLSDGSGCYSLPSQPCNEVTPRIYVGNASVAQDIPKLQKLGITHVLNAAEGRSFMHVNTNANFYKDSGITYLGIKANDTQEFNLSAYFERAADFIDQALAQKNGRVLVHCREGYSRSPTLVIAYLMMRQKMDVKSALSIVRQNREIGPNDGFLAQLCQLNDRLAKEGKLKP
The depositor's hits bear a star. The list is partial (hit frequency here may not be typical).

Cc1c(C)[n+](=O)c2cc(Cl)c(Cl)cc2n1[O-] was read as DUSP3 inh 32.
CCOc1ccccc1NC(=O)c1ccc(CN2CCOCC2)cc1 was read as DUSP3 inh 14.
COc1cc(C=C2C(=O)NC(=S)NC2=O)ccc1OS(=O)(=O)c1ccccc1 was read as DUSP3 inh 17.
`Cc1c(Cl)cccc1NC(=O)C(=O)NCc1ccco1` gave DUSP3 inh 3.
Screening CCOc1cc(/C=N/NC(=O)C(=O)Nc2cccc(OC)c2)ccc1O returned DUSP3 inh -16.
For O=C(CSc1ncccn1)NCc1ccccc1 the results were DUSP3 inh 0.
For COc1ccc(S(=O)(=O)N(CC(N)=O)c2ccc(C)cc2)cc1OC the results were DUSP3 inh -44.
O=C(Nc1ccccc1C(=O)Nc1ccccc1Cl)c1ccccc1Cl was read as DUSP3 inh -21.
Screening COc1ccc(CC(=O)Nc2sc3c(c2C(=O)Nc2ccccc2Cl)CCCC3)cc1 returned DUSP3 inh 26.
For Cc1cc(OCC(=O)Nc2cccc([N+](=O)[O-])c2)cc(C)c1Cl the results were DUSP3 inh -24.
Screening O=C(Nc1nc(-c2ccco2)cs1)c1ccccc1 returned DUSP3 inh 0.
`COc1ccc(S(=O)(=O)N2CCN(c3ccc(F)cc3)CC2)cc1` gave DUSP3 inh 10.
`COc1ccc(CN2CCN(Cc3cc(OC)c(OC)c(OC)c3)CC2)cc1` gave DUSP3 inh 13.
`CC1=C(C(=O)Nc2ccccc2)C(c2ccc(Br)cc2)NC(=O)N1` (centres undefined) gave DUSP3 inh 1.
COc1nc(-c2ccccc2)c2cc(Br)ccc2n1 was read as DUSP3 inh -3.

A section taken from the entries so far, as a working copy:
Cc1c(C)[n+](=O)c2cc(Cl)c(Cl)cc2n1[O-] was read as DUSP3 inh 32.
CCOc1ccccc1NC(=O)c1ccc(CN2CCOCC2)cc1 was read as DUSP3 inh 14.

The list goes on.
Screening CCOC(=O)N(Cc1ccccc1)C(C(=O)O)C(C(=O)O)N(Cc1ccccc1)C(=O)OCC (centres undefined) returned DUSP3 inh 3.
For CC(O)c1nc2ccccc2n1Cc1ccc2ccccc2c1 (centres undefined) the results were DUSP3 inh 21.
For Cc1ccc(C2CC(C(F)(F)F)n3nc(C(=O)N4CCN(c5ccccc5)CC4)cc3N2)cc1 (centres undefined) the results were DUSP3 inh -1.
For COc1ccc(Cc2cnc(NC(=O)c3cccc([N+](=O)[O-])c3)s2)cc1 the results were DUSP3 inh -13.
`Cc1ccc(S(=O)(=O)ON2C(=O)c3ccccc3C2=O)cc1` gave DUSP3 inh 0.
`COC(=O)c1cccc(S(=O)(=O)N2CCOCC2)c1` gave DUSP3 inh -7.
Screening CCOC(=O)C1=C(C)NC(C)=C(C(=O)OC)C1c1ccco1 (centres undefined) returned DUSP3 inh 4.
For COc1ccc(Br)cc1/C=C/C(=O)Nc1ccc(OC(F)(F)F)cc1 the results were DUSP3 inh -2.
For O=C1c2ccccc2NC(c2ccccc2O)N1Cc1ccco1 (centres undefined) the results were DUSP3 inh 101.
For CCOC(=O)C1=C(C)N=c2s/c(=C/c3cccc([N+](=O)[O-])c3)c(=O)n2C1c1ccccc1Cl (centres undefined) the results were DUSP3 inh -20.
Screening O=C(/C=C/c1ccco1)Nc1ccccc1NC(=O)/C=C/c1ccco1 returned DUSP3 inh 2.
`CN1CCN(C(=O)c2cccc3ccccc23)CC1` gave DUSP3 inh -1.
`O=S(=O)(NCc1ccccn1)c1ccc(Br)cc1Br` gave DUSP3 inh -10.
`O=C1/C(=C/c2ccc(O)c([N+](=O)[O-])c2)SC(=S)N1c1ccc(Br)cc1` gave DUSP3 inh 5.
`COc1cc(NC(=O)c2ccc(C)cc2)cc(OC)c1` gave DUSP3 inh -5.
CCOc1ccccc1NC(=O)c1c(NC(=O)c2ccccc2Cl)sc2c1CCCCC2 was read as DUSP3 inh 33.
Cc1cc2c(nc3s/c(=C\c4ccc(-c5ccc(F)cc5)o4)c(=O)n32)c(Br)c1C was read as DUSP3 inh -3.
`CC(Oc1ccc2c3c(c(=O)oc2c1)CCCC3)C(=O)c1ccccc1` (centres undefined) gave DUSP3 inh -3.
CCc1ccccc1NC(=O)CC1Nc2cc(C)c(C)cc2NC1=O (centres undefined) was read as DUSP3 inh 20.
For CCc1cc(=O)oc2cc(C)cc(OC(C)C(C)=O)c12 (centres undefined) the results were DUSP3 inh -27.
`O=C(CC1(C(F)(F)F)NN=C(c2ccccc2)S1)c1ccccc1` (centres undefined) gave DUSP3 inh -31.
COc1ccc(NC(=O)C(=O)NCC2CCCO2)cc1 (centres undefined) was read as DUSP3 inh -28.
Cc1cc(OCC(O)CN2CCN(Cc3ccccc3)CC2)cc(C)c1Cl (centres undefined) was read as DUSP3 inh 11.
COc1ccc(/C=C/C(=O)c2ccc3c(c2)OCCO3)cc1[N+](=O)[O-] was read as DUSP3 inh 6.
CCOc1ccccc1NC(=O)c1cc(C(=O)O)ccc1C(=O)O was read as DUSP3 inh -7.
`COc1ccc(CN2CCN(C(=O)C(c3ccccc3)c3ccccc3)CC2)c(OC)c1` gave DUSP3 inh 3.
O=C(Nc1ccc(Br)cc1)C1CN(S(=O)(=O)c2ccccc2)CCN1S(=O)(=O)c1ccccc1 (centres undefined) was read as DUSP3 inh -5.
Screening O=C(Nc1ccc(Br)cn1)c1cccc(Cl)c1Cl returned DUSP3 inh 5.
Screening CC(C)c1ccc(/C=N/NC(=O)c2cc(-c3ccc(Cl)cc3)n[nH]2)cc1 returned DUSP3 inh 3.
CCOc1ccc(NC(=O)/C=C/c2cc(Br)cs2)cc1 was read as DUSP3 inh -1.
`CC1(C)C(c2ccco2)=[N+]([O-])C2(CCCCCC2=O)N1O` (centres undefined) gave DUSP3 inh 7.
CCSC1=C(C#N)C(CC(C)C)C2=C(CCCC2=O)N1 (centres undefined) was read as DUSP3 inh -14.
For COc1ccccc1NC(=O)C1C2C3CCC(C3)C12 (centres undefined) the results were DUSP3 inh -23.
For NC(CC(=O)O)c1ccccc1 (centres undefined) the results were DUSP3 inh 8.
Screening COc1cc(C(=O)NC(NC(=S)Nc2cccc(C)c2)C(Cl)(Cl)Cl)cc(OC)c1OC (centres undefined) returned DUSP3 inh -17.
`CC(=O)c1cccc(NC(=O)c2ccc3ccccc3c2)c1` gave DUSP3 inh -3.
`Cc1ccc(N2C(=O)CC(NCC3CCCO3)C2=O)cc1` (centres undefined) gave DUSP3 inh -5.
Screening COc1ccc(N2C(=O)c3ccccc3NC2c2ccc(OC)cc2OC)cc1 (centres undefined) returned DUSP3 inh -9.
Cc1ccc(C(=O)NCC(=O)c2ccc(Br)cc2)cc1 was read as DUSP3 inh -24.
Screening COc1ccc(CC(=O)Nc2sc3c(c2C(=O)Nc2ccccc2C)CCCC3)cc1 returned DUSP3 inh -2.
For COc1ccc(CNC(=O)c2ccc(Cl)cc2)cc1 the results were DUSP3 inh -25.
Cc1cc(OCC(=O)Nc2nc(-c3ccccc3)cs2)ccc1Cl was read as DUSP3 inh 82*.
For O=C(NC(=S)Nc1ccccc1[N+](=O)[O-])c1ccccc1Cl the results were DUSP3 inh -6.
Cc1ccc(/C=C2\C(=O)NC(=S)N(c3ccc(Br)cc3C)C2=O)o1 was read as DUSP3 inh 82*.
COc1cccc(C(=O)NCc2ccc3c(c2)OCO3)c1 was read as DUSP3 inh -54.
O=C1c2cccc3cccc(c23)C(=O)N1/N=C/c1ccccc1[N+](=O)[O-] was read as DUSP3 inh -2.
Screening C/C(=N\NC(=O)c1cccnc1)c1ccc2ccccc2c1 returned DUSP3 inh -18.
Screening O=C1c2cccc3cccc(c23)C(=O)N1CCN1CCN(S(=O)(=O)c2ccc(Cl)cc2)CC1 returned DUSP3 inh 15.
O=C(Nc1ccccc1)N1CCc2ccccc2C1 was read as DUSP3 inh -13.
Screening CC(C)N(Cc1ccccc1)C(=O)/C=C/c1ccccc1 returned DUSP3 inh 6.
COCCOC(=O)C1=C(C)NC(C)=C(C(=O)OCCOC)C1c1cn(-c2ccccc2)nc1-c1cccc([N+](=O)[O-])c1 was read as DUSP3 inh 2.
`O=C(NC(NC(=S)Nc1cccc(Br)c1)C(Cl)(Cl)Cl)c1ccccc1F` (centres undefined) gave DUSP3 inh -14.
Screening CCOc1cc(/C=C2\SC(=S)N(NC(=O)c3ccccc3O)C2=O)ccc1O returned DUSP3 inh 101.
Cc1ccc(NC(=O)COc2ccc(Cl)cc2Cl)c([N+](=O)[O-])c1 was read as DUSP3 inh -38.
Screening CC(C)(C)c1cc(C(=O)N/N=C\c2ccncc2)n[nH]1 returned DUSP3 inh 13.
For Cc1cc(C)cc(N2C(=O)NC(=O)/C(=C\C=C\c3ccccc3)C2=O)c1 the results were DUSP3 inh -3.
For CC1=CC(C)(C)N(CN2C(=O)c3ccccc3C2=O)c2ccccc21 the results were DUSP3 inh -4.
CCOc1ccc(N(CC(=O)Nc2cccc(C)c2)S(C)(=O)=O)cc1 was read as DUSP3 inh -69.
For Cc1cc(NCCO)nc(-n2nc(C)cc2C)n1 the results were DUSP3 inh -4.
Cc1cccc(-n2c(/C=C/c3ccc(O)cc3)nc3ccccc3c2=O)c1 was read as DUSP3 inh -18.
`COc1ccc(-c2ccc(/C=N/NC(=O)c3cccnc3)o2)cc1Cl` gave DUSP3 inh -51.
For Cc1ccc(OCC(=O)Nc2cccc(I)c2)cc1 the results were DUSP3 inh -27.
For CCOC(=O)CCNC(=O)C(c1ccccc1)c1ccccc1 the results were DUSP3 inh -27.
FC(F)(F)c1cccc(NC(=S)NCc2ccc(Cl)cc2)c1 was read as DUSP3 inh -10.
For CCOc1ccccc1NC(=O)c1c(NC(=O)c2ccccc2C)sc2c1CCCCC2 the results were DUSP3 inh -4.
CC1SC2(C(=O)Nc3ccccc32)N(c2ccccc2)C1=O (centres undefined) was read as DUSP3 inh -18.
Screening CCOc1ccc(N(CC(=O)NC2CCCCC2)S(C)(=O)=O)cc1 returned DUSP3 inh -49.
Screening O=C(N1CCN(c2c(F)c(F)c(C(F)(F)F)c(F)c2F)CC1)C12CC3CC(CC(C3)C1)C2 returned DUSP3 inh -12.
Cc1ccc(C23CC4CC(CC(C(=O)NCc5ccco5)(C4)C2)C3)cc1 was read as DUSP3 inh 7.
For O=C(CN(c1cccc([N+](=O)[O-])c1)S(=O)(=O)c1ccccc1)Nc1ccc2ccccc2c1 the results were DUSP3 inh 6.
COc1ccccc1-n1c(/C=C/c2ccc(O)c(O)c2)nc2ccccc2c1=O was read as DUSP3 inh 95.
Screening C/C(=N\Nc1ccc([N+](=O)[O-])cc1)c1ccc(-n2nncc2C)cc1 returned DUSP3 inh -2.
`COc1ccc(-c2nnc(NC(=O)Nc3ccc(Cl)cc3)s2)cc1` gave DUSP3 inh -12.
Screening COc1ccccc1OCC(=O)Nc1ccc(-c2nc3ccccc3[nH]2)cc1 returned DUSP3 inh 9.
Cc1c(NC(=O)/C=C/c2ccccc2)c(=O)n(-c2ccccc2)n1C was read as DUSP3 inh -5.
For Cc1cccc(OCC(=O)NCCCN(C)C)c1 the results were DUSP3 inh 0.
`O=C(O)COc1ccc(-c2ccccc2)cc1` gave DUSP3 inh -13.
Screening CC(=O)c1cc(F)c(N2CCN(C(=O)c3ccccc3Br)CC2)cc1C returned DUSP3 inh 24.
For CCOC(=O)C1(C)/C(=N\Nc2ccccc2OC)C(=O)C(=O)N1c1ccccc1 (centres undefined) the results were DUSP3 inh 0.
`Cc1cccn2c(=O)c(/C=C3\SC(=S)N(Cc4ccccc4)C3=O)c(NCCCn3ccnc3)nc12` gave DUSP3 inh -19.
CCCn1c(/N=C/c2ccccc2O)nc2ccccc21 was read as DUSP3 inh 102.
Screening Cc1ccc(C)c(C(=O)c2ccccc2NC(=O)c2ccccn2)c1 returned DUSP3 inh -1.
CC(C)c1ccc(/C=C/C(=O)Nc2ccccn2)cc1 was read as DUSP3 inh 1.
For COc1ccc(NC(=O)c2cccc(I)c2)cc1Cl the results were DUSP3 inh 4.
`N#CC1=C(SCC(=O)Nc2ccc(Br)cc2)NC(=O)CC1c1cccc2ccccc12` (centres undefined) gave DUSP3 inh -2.
For O=C(Nc1cccc2nsnc12)c1ccc(OCc2ccccc2)cc1 the results were DUSP3 inh -3.
For Cc1ccccc1N1OC2C(=O)N(c3ccccc3)C(=O)C2C1c1cccs1 (centres undefined) the results were DUSP3 inh 1.
O=C(Nc1cccc(O)c1)c1cccnc1 was read as DUSP3 inh -15.
Screening COc1ccc(N2C(=O)CC(Nc3ccc(O)cc3)C2=O)cc1 (centres undefined) returned DUSP3 inh -11.
For COCCCNS(=O)(=O)c1ccc(F)cc1 the results were DUSP3 inh -23.

Ordered by formula weight (low to high): some entries from above
`O=C(O)COc1ccc(-c2ccccc2)cc1` gave DUSP3 inh -13.
For COCCCNS(=O)(=O)c1ccc(F)cc1 the results were DUSP3 inh -23.
For Cc1cccc(OCC(=O)NCCCN(C)C)c1 the results were DUSP3 inh 0.
CC(C)c1ccc(/C=C/C(=O)Nc2ccccn2)cc1 was read as DUSP3 inh 1.
CCCn1c(/N=C/c2ccccc2O)nc2ccccc21 was read as DUSP3 inh 102.
Screening COc1ccc(N2C(=O)CC(Nc3ccc(O)cc3)C2=O)cc1 (centres undefined) returned DUSP3 inh -11.
Screening Cc1ccc(C)c(C(=O)c2ccccc2NC(=O)c2ccccn2)c1 returned DUSP3 inh -1.
Cc1c(NC(=O)/C=C/c2ccccc2)c(=O)n(-c2ccccc2)n1C was read as DUSP3 inh -5.
`COc1ccc(-c2nnc(NC(=O)Nc3ccc(Cl)cc3)s2)cc1` gave DUSP3 inh -12.
Screening COc1ccccc1OCC(=O)Nc1ccc(-c2nc3ccccc3[nH]2)cc1 returned DUSP3 inh 9.
For Cc1ccccc1N1OC2C(=O)N(c3ccccc3)C(=O)C2C1c1cccs1 (centres undefined) the results were DUSP3 inh 1.
For CCOC(=O)C1(C)/C(=N\Nc2ccccc2OC)C(=O)C(=O)N1c1ccccc1 (centres undefined) the results were DUSP3 inh 0.
Screening CC(=O)c1cc(F)c(N2CCN(C(=O)c3ccccc3Br)CC2)cc1C returned DUSP3 inh 24.
`N#CC1=C(SCC(=O)Nc2ccc(Br)cc2)NC(=O)CC1c1cccc2ccccc12` (centres undefined) gave DUSP3 inh -2.
`Cc1cccn2c(=O)c(/C=C3\SC(=S)N(Cc4ccccc4)C3=O)c(NCCCn3ccnc3)nc12` gave DUSP3 inh -19.
